CBFb-RUNX1 inh: inhibitors of human CBF-beta and RUNX1 interaction. 230,000 tested, under 10 active. AID 1477. Potency, µM (series often up to 59.8 µM), for inactives: top-dose activity, negative = inhibition, actives largely listed as inhibitors. AlphaScreen CBFb-His/RUNX1-biotin binding, biochemical; also: % of control where 0% means no effect
Target sequence (Q01196 whole entry, looked up): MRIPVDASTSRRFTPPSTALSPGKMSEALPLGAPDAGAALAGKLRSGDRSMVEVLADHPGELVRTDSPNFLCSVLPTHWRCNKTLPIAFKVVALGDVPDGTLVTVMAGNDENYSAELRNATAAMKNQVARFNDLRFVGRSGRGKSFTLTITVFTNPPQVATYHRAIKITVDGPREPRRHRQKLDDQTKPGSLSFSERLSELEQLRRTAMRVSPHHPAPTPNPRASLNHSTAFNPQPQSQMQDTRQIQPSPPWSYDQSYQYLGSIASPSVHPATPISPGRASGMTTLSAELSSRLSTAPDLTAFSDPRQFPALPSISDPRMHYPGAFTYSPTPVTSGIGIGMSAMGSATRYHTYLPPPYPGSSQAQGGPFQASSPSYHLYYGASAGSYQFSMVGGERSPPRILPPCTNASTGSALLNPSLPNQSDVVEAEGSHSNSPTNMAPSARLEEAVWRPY
Target sequence (Q13951 whole entry, looked up): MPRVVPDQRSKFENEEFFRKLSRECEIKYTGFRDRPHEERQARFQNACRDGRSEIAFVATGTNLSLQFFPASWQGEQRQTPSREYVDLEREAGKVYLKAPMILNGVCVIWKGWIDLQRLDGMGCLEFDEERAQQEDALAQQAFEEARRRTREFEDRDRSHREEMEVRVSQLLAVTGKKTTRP
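Read-out: AlphaScreen. Format: His-CBF-beta with biotinylated RUNX1 (30 nM each) preincubated 20 min, compound 15 min, Ni-chelate plus streptavidin beads 90 min; room temperature throughout.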
GAA glycogen: GAA glycogen-cleavage inhibition or activation; P10253; recombinant GAA, glycogen substrate, Amplex Red glucose oxidase fluorescence; Potency, µM (highest dose often 76.4 µM), for inactives: at the highest dose activity change, negative = inhibition, hits mostly inhibitors; 300,000 tested, 0.38% active;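 also: potency is read from the fitted curve at half-maximal effect; 0% = full enzyme reaction and -100% = no-enzyme basal signal; the screen sought inhibitors and activators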
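Recombinant enzyme (4 nM final) with compounds titrated up to 77 uM and bovine liver glycogen (30 ug) in citrate pH 5.0, 0.01% Tween-20, 37 C 40 min. Released glucose detected by Amplex Red/glucose oxidase (Ex 573/Em 610); AC50 from Hill fits.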
GAA inh: alpha-glucosidase (human) inhibition; P10253; purified human GAA, 4-MU-alpha-glucoside fluorescence; Potency, µM (top dose mostly 76.9 µM), inactives show top-dose activity change, negative = inhibition, usual class: inhibitors; 200,000 tested, 0.005% active; AID 1466;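 also: potency is read from the fitted curve at half-maximal effect; plate controls were uninhibited enzyme wells for no effect and no-enzyme background for full effect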
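Activity normalized between no-enzyme (basal) and enzyme-only wells. Conditions: 4 nM human enzyme, 400 uM fluorogenic substrate, citrate/phosphate pH 5.0 with Tween-20, 20 min room temperature, compounds up to 77 uM.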
aGlu spleen mod: inhibits or activates alpha-glucosidase in human spleen homogenate; P10253; human spleen homogenate, 4-MU-alpha-glucoside fluorescence; 240,000 tested, 0.006% active; Potency, µM (top dose mostly 79.9 µM), for the others: top-dose activity change, negative = inhibition, usual class: inhibitors;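 also: potency is read from the fitted curve at half-maximal effect; 0% = enzyme with vehicle and -100% = no enzyme basal signal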
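AC50 values come from Hill-equation fits of concentration-response data, normalized to no-enzyme and full-activity controls. Enzyme source: 1 ug human spleen homogenate; 1 mM fluorogenic 4-MU glucoside, pH 5.0 citrate buffer, 37 C, 40 min.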
Lamin A splicing: changes lamin A minigene splicing in HeLa cells; HeLa LMNA splicing GFP/RFP minigene ratio, 48 h; Potency, µM (series often up to 46.1 µM), for the others: at the top dose ratio change, negative = inhibition, most hits filed as inhibitors; 200,000 tested, 0.01% active; AID 1487; active = well fitted inhibition curve with a large enough effect in the signal ratio, with a control signal flat, not every such curve was filed as active; inconclusive = small, poorly fitted or top-dose-only effect, or effect the other way, or a change in a side signal; the % refers to the signal ratio; also: potency is read from the fitted curve at half-maximal effect; % is scaled to controls: 0 for no effect and ±100 for the full control effect
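S3 HeLa cells stably expressing lamin A-EGFP splicing minigene plus DsRed2, 600 cells/well, 48 h compound exposure at 37C. Laser-scanning cytometry; analysed as GFP (500-530 nm)/RFP (575-640 nm) total intensity ratio; 0.5% DMSO vehicle.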
HttQ103 aggreg: inhibitors of mutant huntingtin aggregate formation in PC12 cells; PC12 HttQ103-GFP aggregates, Acumen cytometry, 40 h; Potency, µM (highest dose often 46.1 µM), without a hit: top-dose activity change, negative = inhibition, usual class: inhibitors; 220,000 tested, 1.1% active; AID 1688; also: potency is read from the fitted curve at half-maximal effect; % is scaled to controls: 0 for no effect and ±100 for the full control effect; nearly all actives have a fitted effect of over 60% in size
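Read-out: GFP aggregate count by laser scanning cytometer (488 nm excitation, 500-530 nm emission, 1–25 µm objects >6 SD above background). Cells: PC12, inducible HTTex1-Q103-GFP, 100 nM tebufenozide; compounds titrated.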
HTT ATP protect: cytoprotection in Huntington HTT-Q103 PC12 cell model. 230,000 tested, 0.14% active. Potency, µM (titrated, usually from 56.4 µM), inactives show cytoprotection (ATP increase), hits mostly activators. PC12 HTT-Q103 induced, cytoprotection, ATP luminescence, 40 h;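 also: potency is read from the fitted curve at half-maximal effect; % of control where 0% means no effect; nearly all actives have a fitted effect of over 45% in size; toxic huntingtin expression switched on by the ecdysone agonist tebufenozide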
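Quantitative HTS on tebufenozide-induced (100 nM) PC12 cells expressing HTTQ103 exon 1–GFP; compounds tested as a concentration series; survival measured via cellular ATP.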
An asterisk follows results filed as active; u = inconclusive; x = no result given; & = joins results of further samples; [ ] = dose if it differs, or a comment. Unless noted, calls follow the shape of the dose curve; as a rule, active = well fitted curve in the direction sought with a large enough effect; inconclusive = small, poorly fitted or top-dose-only effect, or another doubt; inactive = no such curve, though single readings can be large; an effect the other way counts as inactive or inconclusive.

SMILES	CBFb-RUNX1 inh	GAA glycogen	GAA inh	aGlu spleen mod	Lamin A splicing	HttQ103 aggreg	HTT ATP protect
Cc1ccc(NC(=S)N(Cc2ccco2)C2CCN(C(C)C)CC2)cc1	-10%	-4%	-2%	-3%	-12%	9%	-5%[10 µM]
C=CCn1c(SCc2n[nH]c(=S)n2-c2ccccc2)nnc1-c1ccccc1	7%	3%	x	0%	x	0%[9.22 µM]	5%[10 µM]
CCCCN(C)CCNC(=O)c1c[nH]c2ccc(S(=O)(=O)N(CC)CC)cc2c1=O	6%	-11%	1%	-8%	-8%	0%	1%
Cc1[nH]c2ccccc2c1CCN(Cc1cccnc1)C(=S)Nc1ccc(F)cc1	-7%	-8%	-1%	-20%	u	-10%	-11%
CC(C)=CCCC(C)CN1CCC(O)CC1 (stereo not drawn)	6%	2%	1%	-3%	-2%	8%	-14%
COc1ccccc1-n1c(C)nnc1SCC(=O)Nc1cc(C)cc(C)c1	7%	-5%	3%	1%	-1%	-7%	-10%
COc1ccc(/C=C/C(=O)c2ccoc2)cc1	1%	-7%	1%	-6%	1%	-2%	-21%
Cc1ccc2c(c1)nc(NCCCO)n2C	-2%	5%	0%	1%	5%	7%	-9%
O=C(Nc1nc(-c2cccnc2)cs1)c1ccccc1F	5%	8%	1%	9%	x	4%	-23%
O=C(NCc1ccncc1)C1CCCN(S(=O)(=O)Cc2ccccc2)C1 (stereo not drawn)	4%	3%	3%	-15%	-1%	-12%	6%[10 µM]
Cc1ccc(N2C(=O)[C@@H]3C(C(=O)C(c4ccccc4)c4ccccc4)=NN[C@@H]3C2=O)cc1	-16%	-8%	-1%	-11%	-19%	-7%	43%[10 µM]
O=C1OCCN1C(=O)[C@H]1[C@H](c2ccc(Cl)cc2)C(c2ccc(F)cc2)=NN1c1ccccc1	u	x	x	7%	x	x	-242%[inhibitor]
COC(=O)c1sccc1NC(=O)Nc1cccc(C)c1	12%	-9%	x	4%	x	-9%[9.22 µM]	-1%[10 µM]
CCN1CCN(C(=O)c2ccc3c(c2)N(Cc2ccc(F)cc2)C(=O)c2ccccc2S3=O)CC1 (stereo not drawn)	3%	0%	3%	0%	-5%	4%	-6%
CSc1nnc(NC(=O)c2ccc(C)c(S(=O)(=O)N3CCOCC3)c2)s1	3%	7%	-1%	-3%	6%	3%	-25%
O=C(NNS(=O)(=O)c1ccc(Cl)cc1)NC1CCCCC1	0%	-25%	-2%	-4%	5%	5%	-5%
O=S(=O)(N1CCCCC1)N1CCNCC1	7%	-7%	-11%	-8%	1%	14%	-9%
O=C(N/N=C/c1cccc(Oc2ccccc2)c1)c1ccncc1	-2%	-14%	-3%	-17%	-14%[9.22 µM]	5%	-25%
CN(C)c1nc(C(F)(F)F)cc(=O)[nH]1	4%	-4%	-16%	-3%	12%[9.22 µM]	21%	2%
COc1ccc(N2CCN(CCCNC(=O)C3CCC(CNc4nc(=S)[nH]c5ccccc45)CC3)CC2)cc1 (stereo not drawn)	-4%	-15%	-1%	-8%	x	-19%	47%

Some entries already given with just Lamin A splicing and GAA glycogen:
| SMILES | Lamin A splicing | GAA glycogen |
| --- | --- | --- |
| COc1ccccc1-n1c(C)nnc1SCC(=O)Nc1cc(C)cc(C)c1 | -1% | -5% |
| COc1ccc(/C=C/C(=O)c2ccoc2)cc1 | 1% | -7% |
| Cc1ccc2c(c1)nc(NCCCO)n2C | 5% | 5% |
| O=C(Nc1nc(-c2cccnc2)cs1)c1ccccc1F | x | 8% |

Remaining list, next part.
SMILES	CBFb-RUNX1 inh	GAA glycogen	GAA inh	aGlu spleen mod	Lamin A splicing	HttQ103 aggreg	HTT ATP protect
CCN1CCN(C(=O)c2ccc(CSc3ccc(C)cc3)cc2)CC1	1%	8%	6%	-10%	-1%	-26%	15%
O=C(CCc1nnc(Cc2ccc(-c3ccccc3)cc2)o1)NCC1CC1	1%	14%	7%	8%	-6%[46 µM]	-4%[9.22 µM]	16%[10 µM]
CC(C)(C)c1ccc(S(=O)(=O)N2CCCC2C(=O)NC2=NCCS2)cc1 (stereo not drawn)	5%	-28%	-5%	4%	9%	-8%	-2%
Cc1cc(C)c(C)c(C(=O)CSc2nnc(C)c(=O)[nH]2)c1C	0%	-2%	4%	-2%	14%	-2%[9.22 µM]	-5%
O=C(CSc1nnc(-c2ccccc2)o1)N1CCN(c2ccccc2)CC1	18%	4%	3%	-9%	5%	-11%	-2%[10 µM]
COC(=O)[C@@]1(Cc2ccc(F)cc2)[C@@H]2[C@@H](CC(=O)[C@H]2CC(=O)C(=O)N(C)C)CN1C(=O)c1ccccc1	14%[2.36 µM]	-4%	-5%	-2%&1%	5%	28%	u
COc1ccc(OCC(=O)Nc2ccc(NC(=O)c3ccco3)cc2)cc1	-3%	-1%	1%	-4%	-1%	-4%	-8%
O=C(CCC(=O)OCC(=O)c1ccc(-c2ccccc2)cc1)Nc1cccc2cccnc12	7%	1%	3%	-5%	-6%	5%	4%
CCn1c(SCC(=O)Nc2c(C)n(C)n(-c3ccccc3)c2=O)nc2c1c(=O)n(C)c(=O)n2C	-3%	-4%	3%	1%	23%[46 µM]	-1%[9.22 µM]	10%[10 µM]
NC(=O)CCc1c[nH]c2ccccc12	1%	-4%	3%	-1%	3%	14%	-6%
COc1cccc(CNC(=O)CCCCCn2c(=S)[nH]c3ccc(N4CCOCC4)cc3c2=O)c1	-1%	-3%	3%	-8%	-3%	3%	-19%[10 µM]
O=C(CCNS(=O)(=O)c1cccs1)Nc1ccccc1F	-5%	3%	4%	-9%	-7%	-1%	-13%[1.9 µM]
Cc1cc(C)n(CC2CC(=O)N(c3cc(Cl)cc(Cl)c3)C2=O)n1 (stereo not drawn)	2%	-3%	-14%	-10%	-10%	-8%	2%[10 µM]
Cc1nc(SCc2ccc(Cl)c(Cl)c2)ncc1C(=O)O	5%	-2%	u	-17%	x	u	x
COc1ccc(C(=O)NN2CC(O)=C(c3nc4ccccc4n3C)C2=N)cc1OC	-8%	1%	0%	-25%	-7%	-17%	u
O=C(Cn1ccc(C(F)(F)F)n1)N/N=C/c1ccc(N2CCOCC2)cc1	4%	5%	4%	-20%	u	-5%	-14%
CC(=O)N1N=C(c2ccncc2)CC1c1ccccc1O (stereo not drawn)	13%	9%	-10%	-4%	x	-8%[9.22 µM]	-6%[10 µM]
N=C1C(c2ccccc2)=C(O)C2CCc3ccccc3N12 (stereo not drawn)	-15%	8%	-9%	-13%	-3%	-2%	-8%
CC(C)(C)c1ccc(OCC(=O)OCCNC(=O)c2cccnc2)cc1	7%	2%	-8%	3%	-5%	-8%	4%[10 µM]
CCCC(c1nnnn1CS(=O)(=O)c1ccc(C)cc1)N1CCN(CC)CC1 (stereo not drawn)	-1%	6%	-4%	4%	u	-11%[9.22 µM]	27%[10 µM]

Given with two lines to a compound: entries from further up.
Each structure is followed by: CBFb-RUNX1 inh, GAA glycogen, GAA inh, aGlu spleen mod, Lamin A splicing, HttQ103 aggreg, HTT ATP protect
> CC(=O)N1N=C(c2ccncc2)CC1c1ccccc1O (stereo not drawn)
→ 13%, 9%, -10%, -4%, x, -8%[9.22 µM], -6%[10 µM]
> N=C1C(c2ccccc2)=C(O)C2CCc3ccccc3N12 (stereo not drawn)
→ -15%, 8%, -9%, -13%, -3%, -2%, -8%

Continuation.
SMILES	CBFb-RUNX1 inh	GAA glycogen	GAA inh	aGlu spleen mod	Lamin A splicing	HttQ103 aggreg	HTT ATP protect
COC(=O)c1c(NC(=O)c2ccccc2N(C)S(=O)(=O)c2ccccc2)sc2c1CCCC2	4%	-6%	u	-8%	u	-9%	-54%[inhibitor][10 µM]
COc1ccc(C[C@H](C)NC[C@@H](O)c2ccc(O)c(NC=O)c2)cc1	8%[21.7 µM]	x	x	3%	x	1%	-44%[inhibitor][1.9 µM]
CCN(CC)S(=O)(=O)c1ccc(C(=O)OC2CCCCC2CN(C)C)cc1 (stereo not drawn)	5%	-1%	-4%	4%	3%	5%	11%[10 µM]
CC1(C)CO[C@H](CC(=O)O)CN1	5%[21.7 µM]	x	x	-1%	x	x	u
Cc1cccn2c(=O)c(/C=N/O)c(N3CCOCC3)nc12	7%	8%	-6%	-5%	x	-9%	-29%
CC(NC(=S)NCCCN1CCOCC1)C12CC3CC(CC(C3)C1)C2 (stereo not drawn)	-1%	-4%	-1%	-1%	x	-1%	-29%
CC(C)(C)NC(=O)NC(=O)CN1CCN(c2ccc(O)cc2)CC1	-3%	u	-3%	x	-9%[9.22 µM]	-18%	-33%[inhibitor]
COCCN(C(=O)CSc1nncn1-c1ccccc1)c1c(N)n(Cc2ccccc2)c(=O)[nH]c1=O	2%	3%	6%	6%	8%	12%	x
Cc1ccc(C(=O)CCC(=O)Nc2ccc(Cl)c(S(=O)(=O)Nc3cccc(Cl)c3)c2)cc1	6%	-8%	-2%	-1%	u	11%	-9%[10 µM]
O=C(NC1CCCCC1)N(CCN1CCOCC1)Cc1cc2cc3c(cc2[nH]c1=O)OCCO3	10%	6%	4%	3%	-6%	8%[9.22 µM]	-22%
CC(=O)Nc1ccccc1OCCOc1ccc(Br)cc1	2%	-2%	-1%	12%	u	-15%	17%[10 µM]
O=C1C2CCCCC2C(=O)N1c1ccc(NC2CCN(Cc3ccccc3)CC2)c([N+](=O)[O-])c1 (stereo not drawn)	-8%	-2%	-4%	0%	-14%[46 µM]	u	-16%[10 µM]
CCCCOC(=O)Cn1c2ccc(OC)cc2c2nc3ccccc3nc21	19%	-1%	-8%	0%	0%	-4%	18%
COc1ccc(/C=C2\SC(=S)N(CC(=O)OCC(=O)Nc3cc(Cl)cc(Cl)c3)C2=O)cc1	-10%	1%	x	6%	x	0%[9.22 µM]	-5%[10 µM]
O=C(Nc1ccc(N2CCOCC2)cc1)c1cccc(S(=O)(=O)N2CCCCC2)c1	-4%	-16%	-5%	13%	-14%	-3%	9%
COc1ccc(C(CNC(=O)c2cccnc2SC)N2CCOCC2)cc1 (stereo not drawn)	5%	5%	-1%	3%	11%	0%	9%
CC1CCCN(c2nc3ccccc3nc2C(C#N)S(=O)(=O)c2ccccc2)C1 (stereo not drawn)	-2%	1%	0%	-8%	0%	-28%	-65%[inhibitor]
CCn1c(SCC(N)=O)nc2cc(S(=O)(=O)N3CCOCC3)ccc21	6%	7%	-8%	1%	8%[46 µM]	-5%	7%
Cc1nc2ccccc2n1CC(=O)NC(C)C1CC2CCC1C2 (stereo not drawn)	0%	-14%	u	-24%	-6%[46 µM]	-6%[9.22 µM]	-29%[1.9 µM]

From PubChem
